# rTrxR1 inhibitor: rat TrxR1 inhibition; O89049; recombinant rTrxR1, NADPH fluorescence consumption, selenite substrate; Potency, µM (doses to about 114 µM), inactives show at the highest dose activity change, negative = inhibition, most hits filed as inhibitors; 1% of 390,000 active; further: on the % scale 0 is the no-effect control and ±100 the full control effect; nearly all actives have a fitted effect of over 65% in size
#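 Rat TrxR1 (90 nM in the dispensed reagent) was pre-reduced with 400 uM NADPH for 5 min at room temperature, then incubated with compound for 15 min. After 400 uM selenite was added, NADPH fluorescence (Ex 340/Em 450 nm) was followed for 8 min.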
# mIDH1 inhibitor: blocks human mutant IDH1 R132H enzyme; IDH1-R132H enzyme, NADPH consumption, diaphorase/resazurin fluorescence; AID 602179; Potency, µM (highest dose often 76.6 µM), without a hit: top-dose activity change, negative = inhibition, most hits filed as inhibitors; 0.093% of 390,000 active; further: on the % scale 0 is the no-effect control and ±100 the full control effect; nearly all actives have a fitted effect of over 65% in size
#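 IDH1-R132H (0.5 ug/mL) preincubated 30 min with compound, then NADPH (0.016 mM) and alpha-KG (2 mM) added; 80 min at RT, pH 7.5. Remaining NADPH coupled via diaphorase/resazurin to fluorescence (540/590 nm); concentration-response curves normalized to no-enzyme control.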
# RXFP1 agonist: activates the human relaxin receptor RXFP1; Potency, µM (titrated, usually from 57.5 µM), for the others: at the top dose activation, hits mostly activators; 0.3% of 370,000 active; AID 2676; HEK293T-RXFP1 cAMP TR-FRET, 30 min; response scale: percent of porcine relaxin response, buffer zero; further: on the % scale 0 is the no-effect control and ±100 the full control effect; nearly all actives have a fitted effect of over 60% in size; many of its hits are not listed in these tables
#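 cAMP rise read by TR-FRET after 30 min, 37C compound exposure (up to 58 uM) in RXFP1-transfected HEK293 cells with Ro 20174 present. EC50 from Hill-equation fits, with 29 nM porcine relaxin as 100% and buffer as basal.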
# USP1 inh: blocks the human USP1/UAF1 deubiquitinase complex. 0.23% of 390,000 active. recombinant USP1/UAF1, Ub-Rhodamine cleavage fluorescence. Potency, µM (series often up to 57.1 µM), for the others: top-dose activity change, negative = inhibition, actives largely listed as inhibitors. AID 743255; further: on the % scale 0 is the no-effect control and ±100 the full control effect; nearly all actives have a fitted effect of over 60% in size; inactives centre near -12
# Target sequence (O94782 whole entry, looked up): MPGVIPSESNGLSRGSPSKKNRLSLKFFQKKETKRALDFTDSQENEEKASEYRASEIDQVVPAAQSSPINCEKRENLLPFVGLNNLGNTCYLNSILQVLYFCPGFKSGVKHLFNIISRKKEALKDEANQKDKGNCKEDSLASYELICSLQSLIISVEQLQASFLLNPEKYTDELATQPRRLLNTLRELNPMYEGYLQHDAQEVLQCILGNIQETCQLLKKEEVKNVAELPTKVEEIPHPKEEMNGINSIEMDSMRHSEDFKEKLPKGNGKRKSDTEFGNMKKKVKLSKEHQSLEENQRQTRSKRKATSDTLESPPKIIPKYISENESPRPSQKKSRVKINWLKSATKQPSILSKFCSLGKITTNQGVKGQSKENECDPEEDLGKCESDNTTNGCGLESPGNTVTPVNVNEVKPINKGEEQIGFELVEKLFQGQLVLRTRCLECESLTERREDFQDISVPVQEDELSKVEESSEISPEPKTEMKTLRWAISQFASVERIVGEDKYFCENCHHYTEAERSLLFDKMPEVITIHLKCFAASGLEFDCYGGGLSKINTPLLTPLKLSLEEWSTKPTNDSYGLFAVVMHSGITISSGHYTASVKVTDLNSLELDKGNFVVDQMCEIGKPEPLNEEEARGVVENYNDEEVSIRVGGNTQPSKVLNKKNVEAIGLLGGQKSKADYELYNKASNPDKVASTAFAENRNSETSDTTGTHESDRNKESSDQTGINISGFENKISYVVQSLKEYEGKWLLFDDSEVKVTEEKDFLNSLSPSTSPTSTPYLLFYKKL
#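 USP1/UAF1 complex at 1 nM was preincubated with compound for 15 min at room temperature, then Ub-Rho substrate (150nM final) was added. Fluorescence (480/540 nm) was read kinetically, 6 reads every 60 seconds.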
# ALOX12 inh: blocks human arachidonate 12S-lipoxygenase | 1.1% of 580,000 active | purified 12hLO, xylenol orange hydroperoxide absorbance | P18054 | Potency, µM (doses to about 108 µM), for inactives: top-dose activity change, negative = inhibition, most hits filed as inhibitors; further: on the % scale 0 is the no-effect control and ±100 the full control effect
#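 Purified human 12hLO (150 nM final) in 25 mM Hepes, 0.01% Triton X-100, pH 7.0 was preincubated 15 min at room temperature with compound. Then 40 uM arachidonic acid was added, 30 min. Hydroperoxide was read by Fe-XO absorbance ratio 573/405 nm.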
# Vif-APOBEC3G blk: inhibitors of Vif-APOBEC3G interaction; 0.076% of 410,000 active; Potency, µM (series often up to 46.1 µM), without a hit: top-dose activity, negative = active, hits mostly inhibitors; HeLa A3G-eYFP + Vif (tagged APOBEC3G with the HIV-1 protein that degrades it), YFP fluorescence, overnight; Q9HC16;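 further: on the % scale 0 is the no-effect control and ±100 the full control effect; nearly all actives have a fitted effect of over 60% in size; hits raise eYFP signal because A3G escapes Vif-driven loss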
#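 HeLa cells stably expressing Vif and C-terminally eYFP-tagged A3G, seeded overnight at 37 deg C, then exposed to compound by pintool overnight at 37 deg C. Rise in yellow fluorescence (Ex 488/Em 500-530, Acumen) marks blocked Vif-driven A3G degradation.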
# TrxR1 substrate: substrates of rat thioredoxin reductase 1; Potency, µM (highest dose often 114 µM), without a hit: at the top dose activity change, negative = substrate turnover; purified TrxR1 substrate turnover, NADPH consumption readout; O89049; AID 588456; 0.01% of 390,000 active; further: on the % scale 0 is the no-effect control and ±100 the full control effect; nearly all actives have a fitted effect of over 50% in size
#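 Rat TrxR1, dispensed at 90 nM, was prereduced with 400 uM NADPH (final) for 5 min at ~22 deg C, then incubated with compound 15 min before 400 uM selenite. A first-read NADPH fluorescence drop versus no-compound background flagged substrates.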
# RGS4 inh: human RGS4 inhibition; P49798; Transcreener GDP fluorescence polarization, RGS4-accelerated GTP hydrolysis; Potency, µM (series often up to 114 µM), without a hit: at the highest dose activity change, negative = inhibition, hits mostly inhibitors; 0.039% of 390,000 active; AID 504845; further: on the % scale 0 is the no-effect control and ±100 the full control effect; nearly all actives have a fitted effect of over 75% in size; some results filed as inactive show a strong effect at the top dose
# Target sequence (P49798 whole entry, looked up): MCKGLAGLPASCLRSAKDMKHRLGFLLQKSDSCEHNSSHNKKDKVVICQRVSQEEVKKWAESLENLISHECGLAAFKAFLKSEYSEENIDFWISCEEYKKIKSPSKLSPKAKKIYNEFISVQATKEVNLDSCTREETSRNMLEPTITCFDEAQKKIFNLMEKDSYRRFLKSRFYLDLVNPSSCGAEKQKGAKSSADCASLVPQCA
#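 MLSMR compounds (23 nl, pin-transferred) preincubated 10 min at room temperature with a 500nM (2x) first reagent, then RGS4 at 900nM (2x) plus Transcreener GDP mix added; fluorescence polarization (620/688 nm) read before and after 90 min at 30 °C.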
# Vif-A3F inh: Vif-A3F binding inhibition. AID 602313. 0.2% of 390,000 active. HeLa A3F-eYFP + Vif (tagged APOBEC3F with the HIV-1 protein that degrades it), YFP fluorescence increase. Potency, µM (highest dose often 46.1 µM), inactives show at the highest dose activity, negative = active; further: % of control where 0% means no effect; nearly all actives have a fitted effect of over 65% in size
#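 Fluorescence increase (Ex 488/Em 500-530) after overnight compound treatment at 37 deg C flags inhibition of Vif-driven A3F-eYFP loss in stable HeLa A3F-eYFP/Vif cells seeded overnight beforehand.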
# * = called active by the depositor; ? = inconclusive; · = no result given; & = joins results of further samples; [ ] = another dose, or the depositor's remark. The call rests on the fitted dose curve; in most records, active means well fitted curve in the direction sought with a large enough effect; inconclusive means small, poorly fitted or top-dose-only effect, or another doubt; inactive means no such curve, though single readings can be large; an effect the other way counts as inactive or inconclusive. Potency means the concentration at half of the fitted maximal effect.
nr	SMILES	rTrxR1 inhibitor	mIDH1 inhibitor	RXFP1 agonist	USP1 inh	ALOX12 inh	Vif-APOBEC3G blk	TrxR1 substrate	RGS4 inh	Vif-A3F inh
1	CCOC(=O)[C@@H]1[C@H]2COc3ccccc3[C@@H]2N2C(=O)N(c3cccc(F)c3)C(=O)[C@]12C	19.3%	0.0%	·	-23.3%	0.1%	1.2%	2.5%	5.3%	0.0%
2	O=C(c1coc2ccc(O)cc12)C1CC1	-6.9%	7.9%	1.5%	-18.1%	-16.3%	1.0%	-8.6%	11.8%	2.3%
3	CC(C)c1ccc(CSc2ccc(S(=O)(=O)N3CCOCC3)cn2)cc1	-0.9%	-1.3%	1.8%	-8.2%	0.8%	-0.1%	-3.9%	-16.5%	0.0%
4	COc1ccc(C[C@](C)(N)C(=O)O)cc1OC	-2.2%	15.9%	-1.5%	-18.6%	?	0.0%	4.9%	-23.4%	?
5	O=C(N1CCCCCC1)N1CCN(C(=O)N2CCCCC2)CC1	27.8%[57.1 µM]	-2.6%	1.1%	-16.8%	11.1%	0.2%	6.1%[57.1 µM]	-13.9%[11.4 µM]	-9.0%
6	CN(C)c1ccc(C(CNS(=O)(=O)c2ccc([N+](=O)[O-])cc2)N2CCCC2)cc1 (stereo not drawn)	0.7%	-1.1%	-0.5%	-2.6%	-23.5%	-0.1%	-3.1%	4.5%	0.4%
7	O=c1ccnc(S/C=C/c2ccccc2)[nH]1	21.0%	-2.5%	-2.9%	-4.7%	21.8%	-0.9%	13.3%	34.3%	-0.6%
8	CS(=O)(=O)N1CCN(Cc2ccc(C(F)(F)F)cc2)CC1	-5.6%[57.1 µM]	1.7%	0.9%	-10.8%	?	0.0%	-2.4%[57.1 µM]	-20.5%	-0.6%
9	Cc1ccc(NC(=O)C2CCCN2C(=O)NC2CCCCC2)c(C)c1 (stereo not drawn)	11.2%	-1.1%	2.7%	-17.1%	0.0%	0.9%	5.2%	-12.5%	-2.7%
10	CC(=O)NS(=O)(=O)c1ccc(NC(=O)CC(C)c2ccccc2)cc1 (stereo not drawn)	-9.6%	0.0%	1.2%	-12.9%	?	-1.6%	-4.8%	-14.6%	8.9%
11	Cc1nc2nc(-c3cccnc3)[nH]n2c(=O)c1Cc1ccccc1	-4.7%[57.1 µM]	-3.9%	0.3%	-4.2%	-4.2%	2.6%	1.0%[57.1 µM]	-13.5%	3.8%
12	O=C(NCc1ccccc1)c1ccc(CS(=O)(=O)Cc2ccccc2F)o1	-0.4%	1.9%	2.2%	-24.5%	-6.5%	2.1%	9.5%	5.9%	-0.7%
13	COc1ccccc1NS(=O)(=O)c1cccc(NC(=O)Nc2ccc(Cl)cc2)c1	21.1%	-2.8%	1.8%	-16.0%	-2.5%	1.3%	-3.6%	4.0%	-0.5%
14	C=CCn1c(-c2ccc(N)cc2)nc2ccccc21	29.1%	10.6%	3.9%	-16.9%	-0.3%	-6.2%	125.2%[activator]	-20.3%	-9.0%
15	CCCN1C(=O)c2cc(C(=O)O)ccc2C1O (stereo not drawn)	15.6%[57.1 µM]	4.0%	-0.5%	-18.3%	?	0.7%	11.7%[57.1 µM]	8.2%	0.9%
16	O=C(Nc1cccc2ccccc12)NC1CC1	·	-14.0%	·	-14.8%	20.0%	-4.0%	·	·	-6.3%
17	Cc1cc(C)cc(NC(=O)C2C3C=CC4(O3)C2C(=O)N(CCN2CCCCC2)C4C(=O)NC2CCCCC2)c1 (stereo not drawn)	10.3%[57.1 µM]	-4.7%	1.0%	-5.6%	?	1.5%	-5.7%	-11.7%	6.6%
18	Cc1ccc2c(c1)N(C(=O)CCC(=O)NC1CCCCCC1)CC(C)O2 (stereo not drawn)	8.8%[57.1 µM]	0.0%	1.8%	-18.1%	7.4%	-8.0%	14.9%[57.1 µM]	-16.4%	-11.6%
19	CCOc1ccc(C(=O)CCC(=O)NNC(=O)c2ccccc2O)cc1	-4.8%	-12.9%	-1.2%	-6.2%	-14.0%	0.3%	-5.4%[57.1 µM]	5.5%	-1.9%
20	Cc1ccc2nc(-c3ccsc3)c(NC3CCCC3)n2c1	36.4%[activator]	1.4%	11.7%	-2.6%	-3.6%	-2.5%	68.2%[activator]	-17.4%	0.4%
21	O=C(NC1CCCCCC1)c1ccc(CS(=O)(=O)Cc2ccccc2F)o1	-18.6%	-10.6%	-0.3%	?	-26.0%	0.5%	0.2%	3.0%	-5.0%
22	COc1ccc(-c2nc3c(c(=O)n(C)c(=O)n3C)n2CC2CC(c3ccccc3)=NO2)cc1OC (stereo not drawn)	20.8%	-2.3%	·	6.5%	453.1%[activator]	-21.5%	25.3%	26.1%	·
23	Cc1cc(C(=O)NNC(=O)c2ccc(NC(=O)CC#N)cc2)c(C)o1	12.1%	0.2%	0.1%	-21.3%	-2.4%	1.2%	6.2%	-5.8%	-5.8%
24	CCCc1nnc(NC(=O)CCC(=O)N2CCN(S(=O)(=O)c3ccc(F)cc3)CC2)s1	11.8%	-12.2%	-9.1%	-20.8%	57.8%[activator]	-3.5%	2.0%	1.7%[11.4 µM]	1.0%
25	COc1ccc(OC)c(-c2cc(C3CCN(c4cc(Cl)nc(N)n4)CC3)[nH]n2)c1	13.2%	2.9%	0.0%	-10.3%	19.0%	-8.2%	1.6%	-41.0%	-6.9%

# An excerpt of these results, with two lines to a compound:
# The line under a structure holds: rTrxR1 inhibitor | mIDH1 inhibitor | RXFP1 agonist | USP1 inh | ALOX12 inh | Vif-APOBEC3G blk | TrxR1 substrate | RGS4 inh | Vif-A3F inh
[14] C=CCn1c(-c2ccc(N)cc2)nc2ccccc21
 : 29.1% | 10.6% | 3.9% | -16.9% | -0.3% | -6.2% | 125.2%[activator] | -20.3% | -9.0%
[7] O=c1ccnc(S/C=C/c2ccccc2)[nH]1
 : 21.0% | -2.5% | -2.9% | -4.7% | 21.8% | -0.9% | 13.3% | 34.3% | -0.6%

# Additional results
nr	SMILES	rTrxR1 inhibitor	mIDH1 inhibitor	RXFP1 agonist	USP1 inh	ALOX12 inh	Vif-APOBEC3G blk	TrxR1 substrate	RGS4 inh	Vif-A3F inh
26	O=C1NC(c2ccccc2)CCO1 (stereo not drawn)	-1.4%	-3.0%	1.7%	22.3%	-0.2%	-2.1%	-6.1%	6.8%	-0.4%
27	COC(=O)C1=C(O)/C(=C\c2ccc(OCC(=O)Nc3ccc(OC)cc3)cc2)N=C1C	-16.0%	-6.5%	0.8%	-12.1%	19.8%	-2.6%	-9.8%	0.2%	6.8%
28	CC(=O)OCC(NC(=O)C(COCc1ccccc1)NC(=O)OC(C)(C)C)C1OC(n2ccc(=O)[nH]c2=O)C(OC(C)=O)C1OC(C)=O (stereo not drawn)	9.8%	·	·	·	·	2.2%	-2.3%	-0.5%	·
29	Cc1ccc(S(=O)(=O)N(C)C)cc1NC(=O)CN1C(=O)NC(Cc2ccccc2)C1=O (stereo not drawn)	-1.8%	-0.5%	1.9%	?	-11.5%	0.4%	-4.4%	12.8%	-0.1%
30	CC(=O)c1ccc(OCCCOc2cccc3cccnc23)cc1	13.0%	2.9%	0.0%	-14.7%	16.9%	0.7%	1.8%	-7.3%	-0.2%
31	COc1ccccc1CNC(=O)CN1C(=O)NC2(CCCCCC2)C1=O	12.8%[57.1 µM]	0.0%	·	-13.1%	-8.1%	0.1%	1.6%[57.1 µM]	-19.8%	-5.3%
32	O=C(Nc1ccc2c(c1)OCO2)c1cccc(F)c1	0.9%	-0.6%	1.5%	-17.2%	6.9%	0.8%	4.2%[57.1 µM]	-3.4%	5.3%
33	N#CC(C(=S)Nc1ccccc1)c1nc2ccccc2[nH]1 (stereo not drawn)	8.3%	-2.7%	-7.4%	-8.9%	?	-13.8%	-3.5%	-29.5%	?
34	N#CC1=C(N)OC2=C(C(=O)CCC2)C1c1ccc2c(c1)OCO2 (stereo not drawn)	19.5%[2.29 µM]	2.8%	0.8%	-19.1%	-13.1%	1.1%	2.5%	-10.4%	-18.5%
35	CCOC(=O)c1ccc(N2C(=O)CC(C)(CC)CC2=O)cc1	19.3%	-8.2%	-3.2%	-10.0%	0.0%	-0.4%	-2.2%	-6.4%	1.0%
36	Cc1ccc(NC(=O)CC2SCCNC2=O)cc1Cl (stereo not drawn)	-9.1%	13.1%	0.0%	-2.9%	0.0%	-1.1%	-11.9%	8.7%	3.0%
37	Cc1ccccc1OCC(=O)OCC(=O)Nc1cc(S(=O)(=O)N2CCCCC2)ccc1Cl	-2.1%	3.2%	0.1%	-13.5%	-6.5%	-0.8%	-15.4%	-6.5%	2.2%
38	C=CCn1c(COc2ccccc2F)nnc1SCC(=O)Nc1cc2oc3ccccc3c2cc1OC	18.6%[57.1 µM]	4.5%	1.9%	-16.8%	0.0%	-6.6%	11.5%[57.1 µM]	-22.6%	2.5%
39	COc1ccccc1CN1Cc2cccc3c2[C@@H](CC1=O)[C@H](O)[C@H](O)C3	6.5%&0.3%	-6.9%	0.2%	-28.3%	-4.8%	-0.4%&5.1%	1.5%&-5.1%	3.6%	-1.7%
40	CC(=O)c1cccc(NC(=O)C2CCCN2S(=O)(=O)c2ccccc2C(F)(F)F)c1 (stereo not drawn)	·	2.9%	·	8.1%	19.3%	2.7%	·	·	-11.6%
41	CCNC(=O)CC1SC(=Nc2ccc(C)c([N+](=O)[O-])c2)N(C)C1=O (stereo not drawn)	22.8%	4.7%	·	-6.9%	-33.3%	-1.5%	-2.4%	17.7%	10.7%

# From PubChem

# Not all compounds are listed. The share of hits here may be higher or lower than overall.
